Screens as filed in PubChem BioAssay.
PLC-beta3 inh – human PLC-beta3 inhibitors, primary screen, biochemical, fluorescence. 1-phosphatidylinositol 4,5-bisphosphate phosphodiesterase beta-3 (Homo sapiens), Q01970. Purified PLC-beta3, fluorogenic substrate. inhibition, % at 12.2 µM. 0.18% of 370,000 active. AID 720704, 2013; in the data active means inhibition above about 11%;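 further: 0% = median of compound wells on plate and 100% = full blocker control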
DAX1 inh-1 – DAX1 (NR0B1) inhibitors on StAR promoter, primary screen, cell-based, luminescence, SF-1 (NR5A1), full-length DAX-1; 1.1% of 370,000 active; AID 652010, 2013; inhibition, % at 6.8 µM; HEK293T StAR-luciferase reporter, SF-1/DAX-1 repression relief;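 active means inhibition above the mean over all tested compounds plus 3 SD, cut at about 3.6% in these data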;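 further: 0% = DAX-1 cells with DMSO and 100% = cells lacking DAX-1 with DMSO; higher inhibition means more luminescence from relief of DAX-1 repression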
GAA850 FXN act – FXN promoter activators, primary screen, cell-based, luciferase luminescence, HEK293 lucGAA850; activation, % at 6 µM; AID 540364, 2011; 0.56% of 360,000 active; HEK293 lucGAA850 FXN promoter luciferase reporter, 24 h; percent of 10 µM SAHA response;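 active means activation above the average of all compounds screened plus 3 SD, cutoff fixed separately per campaign, cut at about 7.5% in these data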;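 further: 0% = DMSO wells and 100% = 10 µM SAHA wells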
DAX1 inh-2 – DAX1 (NR0B1) inhibitors, primary screen, cell-based, HEK293, Gal4-DAX1, luciferase luminescence | Nuclear receptor subfamily 0 group B member 1 (Homo sapiens), P51843 | HEK293 Gal4-DAX1 luciferase reporter | inhibition, % at 6.75 µM | 0.99% of 340,000 active | AID 504766, 2011;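 active means inhibition above the mean over all tested compounds plus 3 SD, cut at about 4.2% in these data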;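 further: 0% = DAX1-transfected cells with DMSO and 100% = empty-vector control cells with DMSO; inhibition shows as a rise in luminescence from relieved DAX1 repression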
hcDAF-12 act – H. contortus DAF-12 nuclear receptor activators, primary screen, cell-based, luminescence, HEK293, lit1-tk-luc reporter; HEK293 hcDAF-12 lit1-tk-luc reporter; 0% DMSO, 100% Δ7-dafachronic acid; activation, % at 6.8 µM; 1.4% of 370,000 active; AID 652067, 2013;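 active means activation above the mean of all tested compounds plus 3 SD, cut at about 5.5% in these data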;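 further: 100% = response to 3 µM Δ7-dafachronic acid high control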
PG9 binder – binders of HIV-1 gp120 antibody PG9, primary screen, biochemical, TR-FRET | HIV-1 gp120 / PG9 antibody interaction | TR-FRET gp120-PG9 antibody binding | inhibition, % at 6.7 µM | 0.43% of 360,000 active; in the data active means inhibition above about 8.5%
NR1D1 modulator – modulators of Rev-erb alpha DNA binding, primary screen, biochemical, FITC-DNA, fluorescence polarization, uHTS; activity, % at 10 µM; 0.79% of 370,000 active; AID 1259318, 2017; Rev-erbα–FITC-DNA binding, 90 min; Nuclear receptor subfamily 1 group D member 1 (Homo sapiens), P20393;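 active means activity above about 14%, limit read from the data; passing the limit was not always enough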;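 further: 0% = DMSO wells with 35 nM protein and 100% = DMSO wells with 750 nM protein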
Target sequence (P20393 whole entry, looked up): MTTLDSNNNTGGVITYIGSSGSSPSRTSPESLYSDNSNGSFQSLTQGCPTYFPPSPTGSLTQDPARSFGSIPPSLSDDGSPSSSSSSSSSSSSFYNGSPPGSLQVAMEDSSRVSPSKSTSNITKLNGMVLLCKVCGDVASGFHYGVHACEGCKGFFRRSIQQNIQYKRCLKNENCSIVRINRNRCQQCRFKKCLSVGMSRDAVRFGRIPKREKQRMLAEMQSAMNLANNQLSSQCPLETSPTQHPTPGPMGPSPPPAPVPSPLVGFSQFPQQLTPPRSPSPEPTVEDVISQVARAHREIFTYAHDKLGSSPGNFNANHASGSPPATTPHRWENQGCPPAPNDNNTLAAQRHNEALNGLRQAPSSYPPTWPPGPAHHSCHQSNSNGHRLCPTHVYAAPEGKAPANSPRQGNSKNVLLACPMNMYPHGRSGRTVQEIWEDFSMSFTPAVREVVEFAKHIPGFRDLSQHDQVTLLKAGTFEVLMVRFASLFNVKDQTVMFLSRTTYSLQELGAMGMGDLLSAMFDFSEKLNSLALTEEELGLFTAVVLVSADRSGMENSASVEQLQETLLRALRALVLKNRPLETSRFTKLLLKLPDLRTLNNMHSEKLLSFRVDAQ
ssDAF-12 act – S. stercoralis DAF-12 nuclear receptor activators, primary screen, cell-based, luminescence, HEK293, GRIP1 co-expression, lit1-tk-luc | activation, % at 6.8 µM | HEK293 ssDAF-12/GRIP1 lit1-tk-luc reporter; % of 3 µM dafachronic acid response | 1% of 370,000 active | Nuclear hormone receptor DAF-12 (Strongyloides stercoralis);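 active means activation above the mean over all tested compounds plus 3 SD, cut at about 0.9% in these data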;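 further: 0% = DMSO-only wells and 100% = 3 µM delta7-dafachronic acid wells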
SMARCA2 act – SMARCA2 (BRM) function activators, primary screen, cell-based, luminescence, high throughput | 1% of 370,000 active | MG213 cells, MMTV-luciferase reporter, dexamethasone, overnight | AID 652017, 2013 | activation, % at 9.1 µM; in the data active means activation above about 7.8%;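 further: 0% = vehicle wells and 100% = reference activator wells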
hgDAF12 agonist – H. glycines DAF-12 receptor agonists, primary screen, cell-based, luminescence, HEK293, GAL4 fusion, UAS-luciferase; Nuclear hormone receptor DAF-12 (Heterodera glycines), GAL4 fusion; HEK293 GAL4-hgDAF12 UAS-luciferase reporter, agonist luminescence; normalized to butyrate control; activation, % at 6.8 µM; 1.8% of 370,000 active;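 active means activation above a cutoff set at the mean of all screened compounds plus 3 SD, cut at about 10% in these data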;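 further: 0% = DMSO wells and 100% = sodium butyrate wells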
sPLA2-III inh – human group III sPLA2 inhibitors, primary screen, biochemical, QFRET, BODIPY PC-A2 liposome substrate. Group 3 secretory phospholipase A2 (Homo sapiens), Q9NZ20. QFRET BODIPY PC-A2 liposome hydrolysis, fluorescence. inhibition, % at 12.2 µM. 0.56% of 370,000 active. AID 743126, 2013;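 active means inhibition above mean plus 3 SD of compounds lying within the high and low control bounds, cut at about 19% in these data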;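 further: 0% = median of test compound wells and 100% = no enzyme DMSO wells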
Target sequence (Q9NZ20 whole entry, looked up): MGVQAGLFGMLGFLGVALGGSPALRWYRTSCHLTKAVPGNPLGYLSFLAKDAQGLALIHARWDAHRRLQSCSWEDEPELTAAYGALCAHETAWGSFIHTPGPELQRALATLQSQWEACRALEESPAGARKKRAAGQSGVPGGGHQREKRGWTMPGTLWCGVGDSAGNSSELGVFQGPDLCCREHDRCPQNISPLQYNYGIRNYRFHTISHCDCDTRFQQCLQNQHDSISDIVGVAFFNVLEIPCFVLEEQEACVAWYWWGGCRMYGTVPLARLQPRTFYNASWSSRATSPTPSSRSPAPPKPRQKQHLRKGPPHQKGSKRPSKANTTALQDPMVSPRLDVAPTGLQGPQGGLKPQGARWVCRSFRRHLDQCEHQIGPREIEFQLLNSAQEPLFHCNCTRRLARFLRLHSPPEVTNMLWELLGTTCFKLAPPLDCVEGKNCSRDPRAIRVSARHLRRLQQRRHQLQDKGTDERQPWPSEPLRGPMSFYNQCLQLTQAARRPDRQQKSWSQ
Numbers without * were called inactive; . = not tested or not shown.

SMILES	PLC-beta3 inh	DAX1 inh-1	GAA850 FXN act	DAX1 inh-2	hcDAF-12 act	PG9 binder	NR1D1 modulator	ssDAF-12 act	SMARCA2 act	hgDAF12 agonist	sPLA2-III inh
COc1ccc(CCn2ccc(O)c(Cc3ccc(Cl)cc3)c2=O)cc1OC	1	-0.3	-1.5	-2.0	1.9	0.7	4	-1.9	-2	-5.2	0
COC(=O)c1ccc(Cn2cc(/C=C\[N+](=O)[O-])c3ccccc32)o1	-5	-1.2	3.0	-1.7	-1.6	-0.3	1	-0.6	-1	-1.4	-17
CCN(CC)CCNC(=O)c1ccc2c(=O)n(CCc3ccccc3)c(=O)[nH]c2c1	-205	1.3	1.0	-1.2	1.0	0.8	-4	-0.9	1	5.1	-4
O=C(CC1SC(=Nc2ccccc2)N(Cc2ccccn2)C1=O)Nc1cccc(Cl)c1 (configuration not stated)	3	-0.3	0.8	-0.4	1.2	0.3	2	-1.4	1	5.8	-40
O=C(CCc1c[nH]c2ccccc12)NCc1ccncc1	-5	0.3	6.0	0.4	-0.2	-1.9	-3	-1.0	0	-2.3	-8
CCCCN1C(=O)N(c2ccc(Cl)cc2)C(C)(O)CC1(C)C (configuration not stated)	0	0.1	1.9	4.5*	-0.1	-0.6	-6	-1.7	-2	0.2	-1
CC(C)(C)OC(=O)C[C@H]1C/C=C\C[C@H](CC(=O)N[C@@H](CO)Cc2ccccc2)C(=O)N[C@H](C(C)(C)C)COC1=O	3	0.7	-1.6	-2.4	-0.6	0.1	-6	-0.4	7	-0.6	1
CN(C)S(=O)(=O)c1ccc(NC(=O)Cn2nc(-c3ccc4c(c3)OCCO4)ccc2=O)cc1	-6	-0.9	1.8	0.5	-1.1	1.1	-3	-0.6	0	0.0	-8
COC(=O)C(Cc1ccc(O)cc1)NC(=O)C(C)NC(=O)c1ccc(C(C)(C)C)cc1 (configuration not stated)	2	-0.2	1.5	0.2	-3.1	0.6	-2	-0.7	-5	0.4	-5
O=C(COCc1cc(-c2cccs2)on1)NC1CCCCC1	-2	-1.0	-1.0	0.6	-0.2	0.1	-6	-0.5	-2	0.5	8
Cc1ccc(N2CC(C(=O)N3CCC4(CC3)CC(=O)c3ccccc3O4)CC2=O)cc1 (configuration not stated)	-29	-3.3	0.0	-1.1	-0.9	-0.6	2	-1.4	-2	-2.5	4
CC(O)CCC(=O)NNC1CC(=O)N(c2ccccc2)C1=O (configuration not stated)	-4	-0.5	0.5	.	0.5	-3.7	-5	-1.4	4	1.1	-8
COCCn1c(SCC(=O)Nc2ccc3c(c2)OCCO3)nc2c(c1=O)SC(C)C2 (configuration not stated)	2	1.6	2.0	0.4	2.2	-0.9	3	-0.8	-1	2.1	12
CC(Nc1[nH]c(=O)n(C)c(=O)c1N=O)c1ccccc1 (configuration not stated)	0	-0.5	1.4	3.8	0.7	-3.2	5	-1.4	1	3.2	-2
CCc1nc2ccc(C(=O)N3CCN(c4ccccc4)CC3)cn2c1N(C)CCC(C)C	-25	-1.2	0.1	.	-2.4	-2.2	4	-1.2	-4	-1.7	10
CCCNC(=O)c1onc(CS(=O)(=O)c2cccc(OC)c2)c1C(=O)NCCC	2	-0.6	0.7	-0.3	-2.0	-0.5	-4	-1.6	1	-0.9	6
O=C1Nc2c(c(=O)[nH]c(=O)n2-c2ccccc2)C(C(F)(F)F)(C(F)(F)F)N1	-2	-0.6	-1.1	1.1	-1.6	2.1	-5	-1.7	-1	-0.6	3
CCOc1ccccc1NC(=O)CSc1nnc(CCC(=O)Nc2ccccc2F)n1C	-8	-1.3	-0.8	0.1	-0.4	0.6	-3	-1.1	-1	-3.9	-1
CSc1ccc(CN(C)C(=O)c2cc(=O)[nH]c3ccccc23)cc1	-11	-0.5	-0.9	0.5	1.6	-0.5	1	-1.4	-1	-2.2	-4
CCC(CC)C(=O)N(CCc1ccc(OC)cc1)Cc1nc2ccccc2c(=O)[nH]1	1	-1.7	-5.9	-2.1	-3.5	0.6	1	-2.2	-3	-5.3	-10
NC(=S)N/N=C/c1ccc(-c2cccc([N+](=O)[O-])c2)o1	8	-0.8	-2.0	-0.8	-2.2	-1.2	-2	-0.9	2	-1.0	8
Cc1ccc(C)c(NC(=O)CN(C)C(=O)CSC(C)C(=O)Nc2cc(C)on2)c1 (configuration not stated)	-2	0.7	2.0	-0.5	0.6	-1.8	1	-0.8	4	0.0	6
COc1cccc(CNC(=O)COC(=O)c2cc([N+](=O)[O-])ccc2N2CCCC2)c1	0	-1.2	0.2	1.5	-2.5	-3.7	-3	-1.3	1	2.8	-11
O=C(NCC(=O)N(CCN1CCOCC1)C(C(=O)NC1CCCC1)c1cccnc1)c1cccs1 (configuration not stated)	0	0.5	2.2	0.8	-0.9	0.3	-1	-1.0	-2	-0.8	3
CCCCn1c(O)c(N=NC(=O)c2ccccc2NS(=O)(=O)c2cccs2)c2ccccc21	-1	0.0	1.4	-0.1	-2.6	-0.8	-3	-1.8	-3	0.7	-4
Remaining list, next part.
SMILES	PLC-beta3 inh	DAX1 inh-1	GAA850 FXN act	DAX1 inh-2	hcDAF-12 act	PG9 binder	NR1D1 modulator	ssDAF-12 act	SMARCA2 act	hgDAF12 agonist	sPLA2-III inh
O=C(CCNS(=O)(=O)/C=C/c1ccccc1)NCCc1c[nH]c2ccccc12	-10	-0.3	0.7	1.1	-0.9	-2.9	6	-0.6	-2	1.9	-70
Cc1c(C(=O)N2CCN(c3ccccn3)CC2)sc2ncnc(N3CCN(c4ccccc4)CC3)c12	-1	-0.7	1.3	-0.7	-1.6	0.8	0	-1.6	-1	-2.6	3
CCN(CC)S(=O)(=O)c1ccc(NC(=O)CSc2nnc(-c3cccc(OC)c3)n2C)cc1	-2	-1.2	-1.3	0.0	-1.8	-0.6	-5	-2.1	-2	-3.4	-17
O=S(=O)(c1ccc(Br)cc1)N1CCCC1	-3	-0.3	0.5	0.0	-1.2	0.1	3	-0.8	-2	-0.4	0
O=C(NC(=S)Nc1ccccc1)c1ccc(-c2ccccc2)cc1	4	1.2	3.0	0.3	5.3	0.0	0	-1.4	4	2.5	-4
O=C(Cc1ccc(Cl)cc1)NCC(=O)N1CCCC1	3	-0.2	-1.2	0.6	-0.9	-0.8	-1	-1.0	0	0.3	-4
COc1ccc(/C=C/C(=O)NC(=S)N2CCCCC2)cc1OC	-45	0.2	0.4	-1.2	-1.1	-2.5	-2	-1.3	0	-1.9	5
Cc1ccc(S(=O)(=O)N2CCCC(C(=O)NC3CC3)C2)cc1 (configuration not stated)	-3	0.4	-0.8	1.0	-0.9	-0.4	4	-0.9	-2	-0.4	5
Cc1c(NC(=S)N/N=C/c2cccc(O)c2)c(=O)n(-c2ccccc2)n1C	10	0.1	3.7	0.1	-1.8	-1.1	0	-0.9	-3	3.4	4
COc1cc(C(=O)Nc2cc(C)c(OCC(=O)N3CCOCC3)c(C)c2)cc(OC)c1OC	6	0.3	0.2	0.2	0.2	1.9	0	-0.6	5	-3.6	6
CC1CCCCC1NC(=O)COC(=O)c1cc(=O)[nH]c2ccccc12 (configuration not stated)	-25	-0.2	1.2	0.4	0.2	2.0	2	-1.8	-2	-1.4	3
Cc1ccc(CN2CCC(Oc3cccc(C(=O)N(C)CCN(C)C)c3)CC2)cc1C	-3	0.1	0.6	0.3	-0.8	0.8	1	-1.3	0	-0.6	-4
CCn1c2ccccc2c2cc(CNCCCN3CCOCC3)ccc21	-6	0.4	-0.8	0.8	-1.8	1.2	0	-0.3	0	-0.8	8
Cc1cc(C)n(C(C[N+](=O)[O-])c2ccc(Cl)cc2)n1 (configuration not stated)	-1	1.0	2.4	-0.6	5.1	-0.2	-3	0.0	2	0.7	-4
CN1/C(=C\C(=O)CSc2cccc[n+]2[O-])C(C)(C)c2ccccc21	-31	-1.4	1.9	-0.2	-1.1	0.3	3	-1.5	-2	0.3	1
Cn1c(SCC(=O)Nc2nccs2)nnc1C12CC3CC(CC(C3)C1)C2	0	0.3	6.2	1.9	-1.4	2.4	-4	-1.7	0	-0.6	-4
CCOC(=O)c1ccc(NC(=O)Nc2ncccc2C)cc1	-1	0.5	2.4	-0.5	0.0	-0.8	-1	-1.1	4	1.8	0
COc1ccc2nc(C(C)O)[nH]c2c1 (configuration not stated)	2	0.5	-1.1	-0.1	0.3	-0.6	-2	-1.3	3	-1.0	0
COc1ccc(C2CCCN2C(=O)Nc2cccc(C(C)=O)c2)cc1OC (configuration not stated)	0	-0.4	3.5	-1.6	-1.8	-0.8	0	-1.2	0	-1.8	-3
COc1ccc(-c2ccc(CN3C(CC(C)C)C(=O)N(Cc4cn(Cc5ccco5)nn4)CCS3(=O)=O)cc2)cc1 (configuration not stated)	-13	-1.8	-0.9	-2.5	-0.5	-0.8	-4	-0.9	-5	-5.0	-50

Five entries from above, bar-delimited:
structure | PLC-beta3 inh | DAX1 inh-1 | GAA850 FXN act | DAX1 inh-2 | hcDAF-12 act | PG9 binder | NR1D1 modulator | ssDAF-12 act | SMARCA2 act | hgDAF12 agonist | sPLA2-III inh
COc1ccc(-c2ccc(CN3C(CC(C)C)C(=O)N(Cc4cn(Cc5ccco5)nn4)CCS3(=O)=O)cc2)cc1 (configuration not stated) | -13 | -1.8 | -0.9 | -2.5 | -0.5 | -0.8 | -4 | -0.9 | -5 | -5.0 | -50
O=C(CCNS(=O)(=O)/C=C/c1ccccc1)NCCc1c[nH]c2ccccc12 | -10 | -0.3 | 0.7 | 1.1 | -0.9 | -2.9 | 6 | -0.6 | -2 | 1.9 | -70
Cc1ccc(CN2CCC(Oc3cccc(C(=O)N(C)CCN(C)C)c3)CC2)cc1C | -3 | 0.1 | 0.6 | 0.3 | -0.8 | 0.8 | 1 | -1.3 | 0 | -0.6 | -4
Cc1cc(C)n(C(C[N+](=O)[O-])c2ccc(Cl)cc2)n1 (configuration not stated) | -1 | 1.0 | 2.4 | -0.6 | 5.1 | -0.2 | -3 | 0.0 | 2 | 0.7 | -4
CCOC(=O)c1ccc(NC(=O)Nc2ncccc2C)cc1 | -1 | 0.5 | 2.4 | -0.5 | 0.0 | -0.8 | -1 | -1.1 | 4 | 1.8 | 0
